BAP1 inh = inhibitors of BAP1 deubiquitinase, primary screen, biochemical, Ub-AMC fluorescence, kinetic | recombinant BAP1, Ub-AMC hydrolysis fluorescence kinetic; hits give low values | activity remaining (% of control), % at 20 µM | actives 0.48% (n = 72,000) | AID 436, 2006;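 active = activity remaining at or below 50% of control, provided the compound also passes the data quality filters; inactive = the rest, including low values that fail the filters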;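 also: 100% = DMSO wells rate and 0% = substrate alone blank rate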
Target sequence (Q92560 whole entry, looked up): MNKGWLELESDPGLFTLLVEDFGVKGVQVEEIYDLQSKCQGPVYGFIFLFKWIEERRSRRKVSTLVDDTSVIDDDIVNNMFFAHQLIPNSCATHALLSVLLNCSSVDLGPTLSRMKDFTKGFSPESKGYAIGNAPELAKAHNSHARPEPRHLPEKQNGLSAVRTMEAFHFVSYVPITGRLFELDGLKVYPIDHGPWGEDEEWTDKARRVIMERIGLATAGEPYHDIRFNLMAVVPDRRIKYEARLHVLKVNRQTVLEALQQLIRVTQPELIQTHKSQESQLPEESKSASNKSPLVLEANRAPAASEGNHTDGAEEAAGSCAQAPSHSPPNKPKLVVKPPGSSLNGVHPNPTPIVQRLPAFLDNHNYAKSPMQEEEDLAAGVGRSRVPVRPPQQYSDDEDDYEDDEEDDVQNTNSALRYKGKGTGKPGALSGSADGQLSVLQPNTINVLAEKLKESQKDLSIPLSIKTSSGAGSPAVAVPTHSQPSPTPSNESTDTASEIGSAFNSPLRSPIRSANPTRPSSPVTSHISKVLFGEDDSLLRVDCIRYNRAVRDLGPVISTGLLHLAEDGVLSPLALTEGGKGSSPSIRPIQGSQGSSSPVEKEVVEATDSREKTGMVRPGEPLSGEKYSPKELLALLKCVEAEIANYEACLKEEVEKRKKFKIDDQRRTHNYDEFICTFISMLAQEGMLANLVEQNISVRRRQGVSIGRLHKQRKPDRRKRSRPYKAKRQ
HePTP inh = inhibitors of human HePTP phosphatase, primary screen, biochemical, absorbance, leukemia target; inhibition, % at 20 µM; Tyrosine-protein phosphatase non-receptor type 7 (Homo sapiens), P35236; recombinant HePTP phosphatase activity, OD absorbance; AID 521, 2006; actives 0.64% (n = 110,000); in the data active = inhibition above about 50%;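 also: plate controls were vehicle for no effect and reference inhibitor for full effect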
Target sequence (P35236 whole entry, looked up): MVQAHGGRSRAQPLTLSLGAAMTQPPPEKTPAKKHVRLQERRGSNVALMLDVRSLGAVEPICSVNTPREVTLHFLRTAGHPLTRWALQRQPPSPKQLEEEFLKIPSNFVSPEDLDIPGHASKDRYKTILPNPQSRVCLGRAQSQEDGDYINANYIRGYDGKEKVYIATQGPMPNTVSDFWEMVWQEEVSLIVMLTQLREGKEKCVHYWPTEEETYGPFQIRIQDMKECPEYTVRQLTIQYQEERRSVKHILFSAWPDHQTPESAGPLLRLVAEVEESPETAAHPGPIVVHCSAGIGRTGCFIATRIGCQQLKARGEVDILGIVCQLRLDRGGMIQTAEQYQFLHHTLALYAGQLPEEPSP
* marks the source's active call; other numbers are inactive results; . = no result given; & = joins results of further samples. Rows were taken by chance; 0.79% or so of the library scored in one or more.

SMILES | BAP1 inh | HePTP inh
CCOC(=O)c1cnc(SC2CC(=O)N(c3ccc(OC)c(OC)c3)C2=O)nc1N (stereo unspecified) | . | -3
COC(=O)c1cc(S(=O)(=O)N2CCCC2)c(Cl)cc1Cl | . | -4
N#Cc1c(-c2ccc(Cl)cc2)cc(-c2ccccc2)nc1N | . | -9
O=C(Nc1ccc(S(=O)(=O)Nc2nccs2)cc1)c1ccco1 | 91 | .
Cc1cc(NC(=O)c2ccc(Cl)cc2)n(-c2ccccc2)n1 | . | -14
CCOC(=O)C(Oc1ccc2c(oc(=O)c3ccccc32)c1C)c1ccccc1 (stereo unspecified) | . | 4
CC(C)(C)c1cc(-c2ccccc2)no1 | . | 1
Cc1nnc(SCC2CCCO2)n1-c1ccccc1 (stereo unspecified) | 106 | -1
CC(=O)Nc1ccc(-c2ccnc(-c3ccc(NC(C)=O)cc3)n2)cc1 | . | -9
CN(CC(O)COCc1cccs1)C1CCCCC1 (stereo unspecified) | 147 | -6
O=C(O)C1CCCN1C(=O)Nc1ccc(F)cc1 (stereo unspecified) | 105 | 0
COc1cccc(NC(=O)c2cc(Cl)ccc2Cl)c1 | . | -16
COc1ccc(-n2c(=O)c3c4c(sc3n3c(SCC(N)=O)nnc23)CCCC4)cc1 | . | -6
Cn1c(CCN2CCOCC2)nc2cc(NC(=O)COc3ccccc3)ccc21 | 97 | 3
CCOc1cc(/C=C2\SC(=S)N(C3CCCCC3)C2=O)ccc1O | . | -1
Brc1cnc(N2CCCC2)nc1N1CCCCC1 | 97 | -1
N#Cc1c(N)c(C(=O)c2ccccc2)n2c1CCC2 | 79 | -7
COC(=O)[C@H](CC(C)C)NC(=O)NC1CCCc2ccccc21 (stereo partly specified) | 100 | 7
COc1ccc(OC)c(CNc2cc([N+](=O)[O-])ccc2OC)c1 | . | 0
O=C1N/C(=N\N=C\c2cccc([N+](=O)[O-])c2)SC1Cc1cccc(Cl)c1Cl (stereo unspecified) | . | -1
CCOc1ccc(C(=O)N2CCN(c3ccccc3OC)CC2)cc1OCC | . | 1
CCOC(=O)Cn1c(CN(C)Cc2ccccc2)nc2c1c(=O)n(C)c(=O)n2C | 93 | 5
CCOC(=O)c1c(Nc2nc(C)c(C(=O)NC)s2)sc(C)c1C | . | 6
CCOC(=O)C1=CSC2=NS(=O)(=O)CCN12 | . | 5
CCc1nnc(NC(=O)c2ccc(S(=O)(=O)N3CCCCC3C)cc2)s1 (stereo unspecified) | 86 | 1
New compounds follow.
SMILES | BAP1 inh | HePTP inh
CCOc1ccc(NC(=O)CN2C(=O)C3CC=CCC3C2=O)cc1 (stereo unspecified) | 106 | 1
CC1CCCN(C(=O)Cn2c(=O)oc3ccccc32)C1 (stereo unspecified) | 108 | 8
COC(=O)CSc1nc2cc3c(cc2cc1C)OCCO3 | 133 | 5
COc1ccc(OC)c(C2C(C(N)=O)=C(C)Nc3nc(-c4cccc(Cl)c4)nn32)c1 (stereo unspecified) | 104 | 6
Cc1cc2cc(C(c3nnnn3Cc3ccco3)N3CCc4ccccc43)c(=O)[nH]c2cc1C (stereo unspecified) | 137 | -9
CC(C)(C)C1CCC2(CC1)NNC(=S)NN2 | . | -13
COc1ccccc1C(=O)N1CCN(Cc2cc(OC)c(O)c(OC)c2)CC1 | . | 6
CC(=O)O[C@H]1CC2(C)[C@@H](C[C@@H](O)[C@H]3[C@@]4(C)CC[C@@H](O)[C@@H](C)[C@@H]4CC[C@@]32C)C1=C(CCC=C(C)C)C(=O)O (stereo partly specified) | 92 | .
CN1CCN(C2=NC(=O)/C(=C/c3ccc4c(c3)OCO4)S2)CC1 | . | 6
Oc1ccc(C(=S)N2CCCCC2)cc1Cl | 145 | 2
CCC(C)NC(=O)Cn1cc2c(n1)CCC(C)C2 (stereo unspecified) | 89 | -10
COc1ccc(Nc2nc(C)cc(C)c2C(N)=O)c(OC)c1 | 120 | 4
O=c1cc(CN2CCN(c3ccc(F)cc3)CC2)nc2sccn12 | 91 | -10
CCOC(=O)N1CCN(S(=O)(=O)c2cc(OCC(N)=O)c(C)cc2Cl)CC1 | 106 | 3
N#Cc1nc(-c2cccs2)oc1NCCc1ccccc1 | 523 | 7
CCOC(=O)c1ccccc1NC(=O)CN(c1ccc(OC)cc1)S(=O)(=O)c1ccccc1 | . | 7
COc1ccc([N+](=O)[O-])cc1NC(=O)c1ccc(S(=O)(=O)N(C)c2ccccc2)cc1 | 51 | .
CC(C)(C)c1ccc(S(=O)(=O)Nc2nc3ccccc3s2)cc1 | . | -10
CCN(CC)C(=O)CN(c1ccc(OC)c(Cl)c1)S(=O)(=O)c1ccccc1 | . | -2
CCN(C(=O)COC(=O)c1cccnc1SC)C1CCS(=O)(=O)C1 (stereo unspecified) | 106 | 2
COC(=O)[C@@H](NC(=O)N1CCN(c2cccc(C(F)(F)F)c2)CC1)C(C)C | 96 | -2
O=P(O)(CP(=O)(O)c1ccccc1)c1ccccc1 | . | 8
O=C1NCCCN1Cc1ccc(F)cc1Cl | 105 | -8
Cc1cc(C)n(-c2cc(N3CCOCC3)ncn2)n1 | 103 | 6&-8
COC(=O)c1ccccc1-c1ccc(C=O)o1 | . | 3

An excerpt from above in order of molecular weight, lowest first:
SMILES | BAP1 inh | HePTP inh
CC(C)(C)C1CCC2(CC1)NNC(=S)NN2 | . | -13
CN1CCN(C2=NC(=O)/C(=C/c3ccc4c(c3)OCO4)S2)CC1 | . | 6
CC(C)(C)c1ccc(S(=O)(=O)Nc2nc3ccccc3s2)cc1 | . | -10

More records follow.
SMILES | BAP1 inh | HePTP inh
CC1(C)CC(=O)C(Sc2nnc(-c3ccc(O)cc3)n2CC2CCCO2)C(=O)C1 (stereo unspecified) | 93 | -8
O=C(NC(=S)Nc1nc(-c2ccccc2)cs1)c1ccco1 | . | -2
C=CCN1C(=O)/C(=C/c2ccccc2OCc2ccc([N+](=O)[O-])cc2)SC1=S | . | 4
O=C(COc1ccc(Cl)cc1Cl)Nc1noc2ccccc12 | 80 | -8
CC(O)Cn1c(=N)n(C)c2ccccc21 (stereo unspecified) | 89 | .
CNS(=O)(=O)c1cc(OC)ccc1OC | 121 | 2
N#C/C(=C\c1ccc2c(c1)OCO2)C(=O)NCc1ccco1 | . | 4
O=C(NCc1ccccc1)C1CCN(S(=O)(=O)N2CCOCC2)CC1 | 114 | 3
COc1ccc(C2C3=C(CC(C)(C)CC3=O)Nc3c2c(=O)[nH]c(=O)n3Cc2ccccc2)cc1 (stereo unspecified) | 86 | -8
O=C(O)c1ccc([N+](=O)[O-])c2c1NC(C(=O)O)C1CC=CC21 (stereo unspecified) | 55 | .
COc1ccccc1OCCCCCCc1c(C)n[nH]c1C | . | 9
CCOC(=O)N1CCC(n2c(SCC(=O)NCc3ccco3)nc3ccsc3c2=O)CC1 | 54 | 2
CCN(CC)CCCOc1nc(C)nc2c1oc1ccccc12 | 62 | 10
CCCCN1C(=O)NC(NC(C)=O)(C(F)(F)F)C1=O (stereo unspecified) | 93 | 6
COc1ccccc1NC(=O)c1c(NC(=O)C(C)(C)C)sc2c1CCCCC2 | . | 5
O=C(c1cc(-c2ccncc2)nc2ccccc12)N1CCN(c2ccccn2)CC1 | 124 | 6
COCCNC(=O)COC(=O)CSCc1nc2ccccc2s1 | . | -10
NC(=O)c1cc2c(ccc3ccccc32)oc1=Nc1ccc(Br)cc1 | 79 | .
CCOC(=O)c1c(C)nc2ccc(Cl)cn12 | . | 7
O=C(c1ccc(C(F)(F)F)cc1)N1CCCCC1 | 91 | 1
COc1cc(C(=O)Nc2ncc(Cc3cccc4ccccc34)s2)cc(OC)c1OC | . | 3
O=C1C(Cc2cccc([N+](=O)[O-])c2)S/C(=N/N=C/c2ccccc2)N1c1ccccc1 (stereo unspecified) | . | -6
Cc1nc2ccc(Cl)cc2nc(C)/c1=N\O | 90 | -10
COc1ccc(N(CC(=O)NN=C2CCN(C)CC2)S(=O)(=O)c2ccccc2)cc1Cl | . | -10
C=CCN=C(C)C1=C(O)CCC1=O | 126 | 3

Some of these compounds in order of the HePTP inh value, falling:
SMILES | BAP1 inh | HePTP inh
CCCCN1C(=O)NC(NC(C)=O)(C(F)(F)F)C1=O (stereo unspecified) | 93 | 6
COc1ccccc1NC(=O)c1c(NC(=O)C(C)(C)C)sc2c1CCCCC2 | . | 5
C=CCN1C(=O)/C(=C/c2ccccc2OCc2ccc([N+](=O)[O-])cc2)SC1=S | . | 4
C=CCN=C(C)C1=C(O)CCC1=O | 126 | 3

The list goes on.
SMILES | BAP1 inh | HePTP inh
CCn1c(N2CCC(Cc3ccccc3)CC2)nc2c1c(=O)[nH]c(=O)n2C | 112 | 4
COCc1cc(=O)n2c(-c3ccc(C)cc3)n[nH]c2n1 | 99 | -9
Cc1ccc2c(c1)nnn2C1CCN(S(=O)(=O)c2ccc(C(=O)N(C)C)cc2)CC1 | 92 | 1
COc1cc(/C=N/Nc2nc(N3CCCCC3)nc(N3CCCCC3)n2)cc(Br)c1O | . | -8
Cc1ccc(OC(=O)C(F)(F)F)c2c1NCCC2 | 97 | 4
CCOC(=O)/C(N=Nc1cccc(C)c1C)=C(/C)O | . | -8
Nc1nonc1C(=O)NCCNc1ccc([N+](=O)[O-])cc1Cl | . | 2
COc1ccc(Cl)cc1NC(=O)C1=C(C)NC(=S)NC1c1ccc(F)cc1 (stereo unspecified) | . | -1
Cc1ccc(C)c(N(CC(N)=O)S(=O)(=O)c2ccccc2)c1 | . | 4
Cc1ccc(S(=O)(=O)n2nc(C)c(Sc3ccccc3)c2C)cc1 | 82 | .
CCOc1ccc(Cl)cc1S(=O)(=O)n1cnc2ccccc21 | 92 | 12
CCOc1ccccc1NC(=O)c1ccccc1NS(C)(=O)=O | . | 4
CC1=CCC(C(=O)O)C(C(=O)O)C1 (stereo unspecified) | . | -5
COC(=O)c1ccc(Cn2nnc3c(sc4nc(N5CCOCC5)c5c(c43)CCCC5)c2=O)o1 | 75 | 3
O=C1NC(=O)N(c2ccccc2)C(=O)/C1=C\c1ccccc1I | . | 6
O=C(CN1C(=O)CSC1=O)NCc1ccccc1 | 99 | 4
COc1cccc(NC(=O)C2CC2(c2cccc(OC)c2)c2cccc(OC)c2)c1 (stereo unspecified) | . | 7
CCOC(=O)c1cnc(-n2cc(C)cn2)nc1NCc1ccc2c(c1)OCO2 | 101 | 10
CCOC(=O)c1cnn(-c2ncnc3sc(C)c(C)c23)c1N | 97 | -5
O=C(Nc1ccc(Cc2ccncc2)cc1)c1ccco1 | 98 | 4
COC(=O)COc1cc2oc(=O)cc(C)c2cc1Cl | 150 | .
N#C/C(=C/c1ccc(-c2ccc(Cl)cc2)o1)C(=O)O | . | -10
O=C(CSc1nnc(-c2cccs2)o1)OC1CCCCC1 | 94 | 9
CCOC(=O)C(C#N)=C1CCCCCC1 | . | -4
NC(=O)C1(N2CCCCC2)CCN(C(=O)Nc2ccccc2C(F)(F)F)CC1 | 91 | 16

Given with the structure last: entries from further up.
BAP1 inh | HePTP inh | SMILES
. | 6 | O=C1NC(=O)N(c2ccccc2)C(=O)/C1=C\c1ccccc1I
. | -10 | N#C/C(=C/c1ccc(-c2ccc(Cl)cc2)o1)C(=O)O

More compounds:
SMILES | BAP1 inh | HePTP inh
CCOC(=O)C1CCCN(CC(=O)NC2=Nc3ccccc3N=C(C)C2c2ccccc2)C1 (stereo unspecified) | 107 | 7
CCn1c(SCC(=O)N2CCN(c3ccccc3)CC2)nnc1-c1ccoc1C | 89 | 6
COc1ccc(-c2nnc(SCc3cc(C)cc(C)c3)o2)cc1 | . | -1
O=C(CN1CCN(c2ccc(Cl)cc2)CC1)Nc1cccc(F)c1 | 104 | 4
O=C(COC(=O)c1ccc2c(c1)OCCO2)NCCC1=CCCCC1 | 114 | 6
COC(=O)c1c(NC(=O)C2CC2)sc2c1CCCCCC2 | . | -12
C=C(C)Cn1c(=O)c(NC(=O)c2ccccc2)c2n(c1=S)CCC2 | 100 | 0
Cc1ccc(NC(=O)C(Cl)(Cl)C(=O)Nc2ccc(C)cc2)cc1 | . | 15
COCC(C)NCc1ccc2c(c1)OCO2 (stereo unspecified) | . | -2
Cc1c(CN(C)C)c2c(n1C)C(=O)c1ccc(Br)cc1-2 | 103 | 3
COc1ccccc1C1CC(=O)NC(C)=C1C(=O)OCC(C)C (stereo unspecified) | 106 | 2
Cc1cccn2c(=O)c3cc(C(=O)N4CCc5ccccc5C4)n(C)c3nc12 | 193 | 2
O=C(CCn1[nH]c(=O)c2ccccc2c1=O)NCCO | 97 | -3
CCOC(=O)Cc1csc(NC(=O)CSc2nnc(Cc3csc(N)n3)n2C)n1 | 123 | 0
C=CCn1c(=O)c2c(nc(-c3ccc(S(=O)(=O)O)cc3)n2C)n(C)c1=O | 93 | .
CC(C)(C)c1ccc(/C=C2\SC(N3CCOCC3)=NC2=O)cc1 | . | -14
Cc1cc(Br)c2[nH]c(O)c(N=Nc3cccc4cccnc34)c2c1 | . | -15
Cc1cc(C)c(NC(=O)C(C)Sc2ncn[nH]2)c(C)c1 (stereo unspecified) | . | 7
CCc1c(C)c2nncn2[nH]c1=O | 106 | 2
Cc1nnc2sc(-c3cc4ccccc4o3)nn12 | 94 | -8
Cc1cc(Br)c2c(c1)c(N=NC(N)=O)c(O)n2C | . | 9
CCCC(=O)NCCCc1nc2ccccc2[nH]1 | 89 | -9
CCn1c2ccccc2c2cc(/C=N/n3cnnc3)ccc21 | 88 | 3
CCOC(=O)CSc1nnc(CNC(=O)c2ccc(OC)cc2)n1Cc1ccccc1 | 100 | 5

2 entries from above, as labelled records.
Cc1ccc(NC(=O)C(Cl)(Cl)C(=O)Nc2ccc(C)cc2)cc1
- BAP1 inh: .
- HePTP inh: 15

COCC(C)NCc1ccc2c(c1)OCO2 (stereo unspecified)
- BAP1 inh: .
- HePTP inh: -2
